Compound activity from PubChem.
TRHR ag = activates the human TRH receptor. P34981. TRHR cells, calcium flux fluo-8, FDSS agonist mode. activation, % at 2 µM. hit rate 0.18% among 360,000; also: 0% is about no effect
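TRHR-expressing cells, plated overnight in medium with 10% serum, were loaded with fluo-8 calcium dye at room temperature. After a 10 s baseline, library compound was pin-added and calcium release was recorded kinetically (ex 480/em 530) as agonist response.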
TRHR PAM = allosterically enhances the human TRH receptor | TRHR cells, fluo-8 calcium fluorescence, EC20 TRH enhancement | AID 493056 | hit rate 0.66% among 360,000 | enhancement, % at 2 µM; in the data active = enhancement above about 30%; also: 0% is about no effect
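TRHR-expressing cells loaded with fluo-8 calcium dye were read kinetically (ex 480/em 530) during compound addition, then stimulated with an EC20 of TRH (10 nM final). Enhancement of the Gq-mediated intracellular calcium response was scored.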
D2 PAM = D2 dopamine receptor (human) potentiation; potentiation, % at 10 µM; P14416; HEK293 T-REx D2, calcium flux, EC20 dopamine potentiation; hit rate 0.34% among 340,000;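 active = potentiation over 3 SD above the plate norm, cut at about 30% in these data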; also: 0% is about no effect
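Calcium flux readout, no-wash dye, 1 read/s. Inducible HEK293 Trex D2 line, overnight 30 C. Compound alone 180 s (agonist flags), then EC20 dopamine, another 180 s to score potentiation.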
D2 antag = antagonists of human D2 dopamine receptor; P14416; HEK293 TREx D2 cells, calcium flux, dopamine EC80; inhibition, % at 10 µM; hit rate 2% among 340,000; in the data active = inhibition above about 30%; also: 0% is about no effect
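Calcium mobilization kinetics were recorded at 1 s intervals in tetracycline-induced HEK293 T-REx D2 cells, first for 180 s after compound addition and then 180 s after EC80 dopamine.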
RXFP1 antagonist = RXFP1 (human) relaxin receptor antagonism; HEK293-RXFP1, relaxin-stimulated cAMP HTRF, 30 min; stronger effect = lower value; activity change, negative = inhibition, % at 57.5 µM; hit rate 0.59% among 350,000; Q9HBX9; AID 1259400;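 active = activity change of -60% or lower, but not beyond a set lower limit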; also: % is scaled to controls: 0 for no effect and ±100 for the full control effect
Target sequence (Q9HBX9 whole entry, looked up): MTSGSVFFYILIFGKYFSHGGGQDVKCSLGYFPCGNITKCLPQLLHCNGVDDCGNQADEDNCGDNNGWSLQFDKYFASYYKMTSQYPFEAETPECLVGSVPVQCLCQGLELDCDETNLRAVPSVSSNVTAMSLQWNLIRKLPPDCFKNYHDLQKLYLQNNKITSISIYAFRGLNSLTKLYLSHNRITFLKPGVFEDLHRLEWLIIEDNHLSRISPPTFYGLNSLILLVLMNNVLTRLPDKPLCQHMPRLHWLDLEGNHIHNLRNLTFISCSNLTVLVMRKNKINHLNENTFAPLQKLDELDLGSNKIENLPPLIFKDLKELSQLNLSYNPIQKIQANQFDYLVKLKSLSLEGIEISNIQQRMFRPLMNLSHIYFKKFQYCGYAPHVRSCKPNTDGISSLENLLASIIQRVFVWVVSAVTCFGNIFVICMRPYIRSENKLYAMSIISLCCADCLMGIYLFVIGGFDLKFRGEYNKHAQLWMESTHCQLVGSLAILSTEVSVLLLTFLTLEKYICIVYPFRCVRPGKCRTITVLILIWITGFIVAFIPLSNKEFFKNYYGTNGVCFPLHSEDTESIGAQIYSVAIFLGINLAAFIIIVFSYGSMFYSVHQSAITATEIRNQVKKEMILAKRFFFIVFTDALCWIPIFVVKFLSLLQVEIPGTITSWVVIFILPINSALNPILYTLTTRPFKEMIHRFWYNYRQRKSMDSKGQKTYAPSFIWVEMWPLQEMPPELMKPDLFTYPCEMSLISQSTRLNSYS
D1 agonist = human D1 receptor agonism | P21728 | HEK293 T-REx D1 cells, calcium flux, agonist mode | activation, % at 2 µM | hit rate 1% among 360,000 | AID 504660; also: 0% is about no effect
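Agonism was scored from calcium flux recorded over 180 s (1 read/s) after pintool compound addition, following a 10-cycle baseline. Cells were inducible force-coupled HEK293 TREx D1, plated overnight at 30 C and loaded with no-wash calcium dye.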
D1 PAM = human D1 dopamine receptor positive modulation; HEK293 TREx D1 cells, calcium flux, dopamine EC20 potentiation; hit rate 0.036% among 360,000; AID 504651; potentiation, % at 10 µM; in the data active = potentiation above about 30%; also: 0% is about no effect
D1 antagonist = human D1 dopamine receptor antagonism | HEK293 TREx D1 cells, calcium flux, dopamine EC80; stronger effect = lower value | activity change, negative = inhibition, % at 10 µM | hit rate 3.2% among 360,000 | AID 504652; in the data active = activity change below about -30%; also: % is scaled to controls: 0 for no effect and ±100 for the full control effect
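Compound effects on dopamine-evoked calcium signalling were measured in tetracycline-induced HEK293 Trex D1 cells. Dopamine at EC80 followed a 180 s compound pre-read, and fluorescence was tracked kinetically for 180 s more.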
D2 ag = agonists of human D2 dopamine receptor; HEK293 T-REx D2 cells, calcium flux agonist mode; hit rate 0.53% among 340,000; AID 485358; P14416; activation, % at 2 µM;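 active = activation over 3 SD above normal in the single-dose calcium agonist read, cut at about 30% in these data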; also: 0% is about no effect
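Agonism scored from kinetic calcium signal (1 read/sec, 180 s) following compound pin transfer, after a 10 s baseline. Cells: HEK293 Trex line expressing inducible D2 receptor coupled to calcium, dye-loaded after overnight culture at 30 C.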
* hit, by the source's call; nt = not tested or not shown; & = joins results of further samples. Rule as the data show it, unless noted: active = activation above about 30%; inactive = the rest.

Assay codes: A = TRHR ag; B = TRHR PAM; C = D2 PAM; D = D2 antag; E = RXFP1 antagonist; F = D1 agonist; G = D1 PAM; H = D1 antagonist; I = D2 ag
> CCC(C(=O)OC)n1nnc2sc(-c3ccccc3)cc2c1=O (stereo not drawn)
  A = 0.0	B = -5	C = 2	D = nt	E = -18	F = 3	G = -3	H = -2	I = 0.9

> COc1ccc(-c2nc(SCC(=O)NCc3nc4ccccc4n3C)n3[nH]c(=O)cc3n2)cc1
  A = -0.1	B = 2	C = -6	D = nt	E = -5	F = 1	G = 0	H = -8	I = -0.2

> CC(C)(C)NC(=O)CSc1nncn1NCc1cccc2ccccc12
  A = -0.3	B = -4	C = -8	D = 1	E = -6	F = 2	G = 11	H = -18	I = 0.4

> O=S(=O)(c1ccc(F)cc1)N1CCN(C(=S)NC2CCCC2)CC1
  A = 0.7	B = 2	C = 5	D = 2	E = 34	F = 3	G = -5	H = 2	I = -0.6

> Cc1csc(CNC(=O)CC2C(=O)NCCN2Cc2ccc(F)cc2Cl)n1 (stereo not drawn)
  A = 0.3	B = -4	C = nt	D = nt	E = -7	F = 5	G = 0	H = 12	I = nt

> Cc1csc(SCC(=O)Nc2cc(S(=O)(=O)N(C)C)ccc2C)n1
  A = 0.3	B = -6	C = -14	D = -19	E = -9	F = 5	G = -4	H = 19	I = 0.4

> C(#CC12CC3CC(CC(C3)C1)C2)CN1CCOCC1
  A = -0.1	B = -3	C = -6	D = 7	E = 1	F = 1	G = 4	H = 11	I = 3.0

> Cc1ccc(Cl)cc1N1CCN(S(=O)(=O)c2ccc3c(c2)CC(=O)N3C)CC1
  A = -0.1&0.4	B = 1&3	C = -23&2	D = -8	E = -4&-9	F = 6&1	G = -3&-1	H = -2&-6	I = -0.2&0.8

> Cc1ccc(S(=O)(=O)c2nc(-c3ccccc3)oc2N2CCN(c3ccccc3)CC2)cc1
  A = 0.1	B = 0	C = -5	D = nt	E = nt	F = 0	G = 0	H = -2	I = 1.8

> O=C(Cc1ccc([N+](=O)[O-])cc1)Nc1cc(C(F)(F)F)cc(C(F)(F)F)c1
  A = -1.1	B = -9	C = -5	D = -3	E = -23	F = 21	G = -3	H = -7	I = 0.5

> C=CC(C)(C)O[C@@H]1O[C@H](CO)[C@@H](O)[C@H](O)[C@H]1O
  A = -0.4	B = -3	C = -3	D = 1	E = nt	F = 2	G = 4	H = -9	I = -0.3

> CCOc1ccc(C(=O)C2CCN(CC(=O)Nc3nccs3)CC2)cc1
  A = -0.6	B = 4	C = -11	D = 14	E = -15	F = -1	G = -2	H = -3	I = -0.1

> Cc1ccc(C(=O)OCC(=O)Nc2ccccc2C(F)(F)F)cc1S(=O)(=O)N1CCCCC1
  A = -0.3	B = -14	C = -5	D = 28	E = -6	F = 8	G = -6	H = 4	I = 0.1

> CCOc1ccc(S(=O)(=O)N2CCC(C(=O)Nc3cc(S(C)(=O)=O)ccc3Cl)CC2)cc1
  A = 0.6	B = -3	C = 9	D = 16	E = 1	F = 8	G = -11	H = -2	I = -0.4

> COc1ccc(NS(=O)(=O)c2cc3c4c(c2)CCN4C(=O)CC3)cc1OC
  A = 0.3	B = 3	C = -6	D = 0	E = -5	F = 2	G = -6	H = 12	I = 0.0

> Cc1cc(NC(=O)c2ccc3c(c2)OCCO3)cc(-c2nc3ccccc3o2)c1O
  A = -0.2	B = -1	C = -7	D = nt	E = nt	F = 0	G = 0	H = 1	I = 1.2

> CCn1cc(C2=NOC(C(=O)Nc3ccccc3C(=O)OC)C2)c(C)n1 (stereo not drawn)
  A = 0.7	B = 4	C = 9	D = -18	E = 4	F = 8	G = 1	H = -9	I = -0.5

> Cc1nc(N2CCCC2)ncc1C(=O)NCc1ccc(F)cc1
  A = 0.2	B = -1	C = -1	D = nt	E = -3	F = 2	G = 0	H = -3	I = 1.2

> Cc1ccc(N(CC(=O)Nc2ccc(C)cc2C)S(=O)(=O)N2CCCC2)cc1
  A = -0.8	B = -10	C = -3	D = 0	E = -2	F = 3	G = -3	H = 2	I = -0.9

> CCOC(=O)c1c(NC(=O)CN2CCOCC2)sc2c1CC(C)(C)OC2
  A = -2.0	B = 0	C = -6	D = 8	E = -1	F = 4	G = -3	H = 2	I = 1.3

> CN(CC(=O)Nc1ccc(F)cc1F)S(=O)(=O)c1cccc2nsnc12
  A = -1.2	B = -1	C = -5	D = nt	E = -17	F = -1	G = 2	H = -13	I = -0.2

> CCc1ccc(NC(=O)CN(C)S(=O)(=O)c2ccc3c(c2)c(=O)n(C)c(=O)n3C)cc1
  A = 0.4	B = -1	C = 11	D = nt	E = nt	F = 0	G = -3	H = 21	I = 0.0

> FC(F)(F)c1ccccc1NC(=S)N1CCCCCC1
  A = -0.3	B = 0	C = 11	D = 9	E = 2	F = -1	G = -2	H = 6	I = 1.1

> Cc1ccccc1OCC(=O)NCCN(C)C
  A = 0.9	B = 7	C = 0	D = 4	E = -14	F = 4	G = 0	H = 3	I = 0.3

> CCOC(=O)c1cnc2ccc(C(=O)OC)cc2c1Nc1ccccc1CC
  A = 1.1	B = 0	C = 13	D = nt	E = nt	F = 4	G = -1	H = 0	I = 7.6

> COc1ccc(-c2nnc(SCC(=O)Oc3cccc(C)c3C)o2)cc1
  A = 0.4	B = 13	C = -1	D = nt	E = -3	F = 1	G = -2	H = -4	I = 0.4

> COc1ccc(CNC(=O)CS(=O)CC(=O)O)cc1OC (stereo not drawn)
  A = 0.4	B = -3	C = -3	D = 17	E = -2	F = 2	G = -6	H = -8	I = 0.0

> Cc1ccc(C)n1CCN1CCN(C(=O)c2ccc(Cl)cc2)CC1
  A = 0.6	B = -5	C = -17	D = 9	E = 1	F = 0	G = -4	H = -16	I = -1.9

> Cc1cc(C)c(N(C(=O)CN2C(=O)c3ccccc3S2(=O)=O)C(C(=O)NCC2CCCO2)c2ccc(F)cc2)c(C)c1 (stereo not drawn)
  A = 0.5	B = -4	C = nt	D = nt	E = -13	F = 6	G = 0	H = -19	I = nt

> COc1ccc(C(CNC(=O)C(CCSC)NC(=O)c2ccccc2Cl)N2CCCCC2)cc1 (stereo not drawn)
  A = -0.6	B = -4	C = -5	D = 41*	E = -4	F = 3	G = nt	H = -4	I = 0.8

> O=C(c1ccncc1)N1CCN(S(=O)(=O)c2cc(C(F)(F)F)cc(C(F)(F)F)c2)CC1
  A = -0.6	B = -2	C = -4	D = -5	E = -17	F = -1	G = -2	H = 7	I = 1.9

> COc1cccc(NC(=O)C/C(C)=N/NC(=O)c2ccccc2Cl)c1
  A = -0.1	B = -7	C = -2	D = 7	E = -2	F = -1	G = 1	H = -7	I = 0.5

> CN(CC(=O)NC1CCCCC1)S(=O)(=O)c1ccc(Cl)cc1
  A = -0.9	B = -3	C = 0	D = 4	E = 0	F = 6	G = -9	H = 7	I = -1.5

> O=C(CNC(=O)c1cccs1)N/N=C/c1c[nH]c2ccccc12
  A = -2.9	B = 1	C = 2	D = 0	E = 1	F = 2	G = 0	H = 3	I = 0.6

> CCN(CC)S(=O)(=O)c1ccc(C(=O)Nn2cnnc2)cc1
  A = 0.1	B = 0	C = 10	D = 18	E = -8	F = 4	G = -3	H = 5	I = 0.2

> CN(C)CCCN(C(=O)COc1ccccc1)c1nc2c(F)cccc2s1
  A = 0.9	B = 32*	C = 0	D = -6	E = -5	F = 1	G = 3	H = 24	I = 0.1

> O=C(CN(C(=O)CCC(=O)Nc1nccs1)c1ccc(F)c(Cl)c1)NCC1CCCO1 (stereo not drawn)
  A = 0.3	B = 2	C = nt	D = nt	E = -7	F = 1	G = -7	H = 26	I = nt

> CCOC(=O)N1CCN(C(=O)c2ccccc2NC(=O)COc2ccccc2)CC1
  A = -0.7	B = -3	C = -5	D = 3	E = 2	F = 3	G = -1	H = -19	I = -0.3

> Cc1cccc(-c2nc(CS(=O)CC(=O)N3CCN(C)CC3)c(C)o2)c1 (stereo not drawn)
  A = 0.0	B = 2	C = 4	D = nt	E = -4	F = 0	G = 6	H = 2	I = nt

> O=C(NC(=S)Nc1cccnc1Cl)c1ccc(Cl)cc1
  A = 0.1	B = -5	C = -1	D = 5	E = -15	F = 5	G = -1	H = 5	I = 0.7

> O=C(CN1c2ccccc2Sc2ccccc21)NNC(=S)Nc1ccc(Cl)cc1Cl
  A = -0.2	B = -3	C = 5	D = 0	E = nt	F = 6	G = 1	H = 9	I = -0.7

> Cc1cc(C)nc(N(C#N)CCOc2ccccc2)n1
  A = -0.4	B = 1	C = -3	D = -16	E = 11	F = 1	G = -5	H = 1	I = 1.1

> CC(C)CC(=O)N1CCN(Cc2ccc(Br)cc2)CC1
  A = 0.5	B = 11	C = 14	D = -8	E = -1	F = 1	G = -2	H = -13	I = 1.7

> COc1cc(O)c(C(CC(=O)N2CCN(c3ccccc3)CC2)c2ccc(N(C)C)cc2)c(OC)c1 (stereo not drawn)
  A = -0.5	B = 9	C = 14	D = 19	E = nt	F = 3	G = -6	H = 10	I = -0.2

> COc1ccccc1NC(=O)CN1C(=O)C2(OCCCO2)c2ccccc21
  A = -0.1	B = 0	C = -5	D = -6	E = -4	F = 3	G = -1	H = 9	I = 0.3

> Cc1ccc(-c2c(C(=O)N3CCN(c4cc(Cl)ccc4C)CC3)oc(=O)c3ccccc23)cc1
  A = 0.3	B = -2	C = -4	D = nt	E = nt	F = 1	G = 7	H = 6	I = 0.0

> CCn1c(CNC(=O)c2ccccc2Br)nnc1SCC(=O)Nc1nncs1
  A = -0.1	B = 29	C = -18	D = 12	E = 15	F = 0	G = -7	H = 6	I = 0.7

> Cc1ccc(-c2nnn(CC(=O)N(Cc3cccs3)C(C(=O)NC(C)(C)C)c3ccc(C)o3)n2)o1 (stereo not drawn)
  A = -0.4	B = 7	C = 2	D = 21	E = -7	F = 11	G = -7	H = -24	I = -1.8

Grouped by structure: those above with two or more sulfur atoms.
Assay codes: A = TRHR ag; B = TRHR PAM; C = D2 PAM; D = D2 antag; E = RXFP1 antagonist; F = D1 agonist; G = D1 PAM; H = D1 antagonist; I = D2 ag
> O=S(=O)(c1ccc(F)cc1)N1CCN(C(=S)NC2CCCC2)CC1
  A = 0.7	B = 2	C = 5	D = 2	E = 34	F = 3	G = -5	H = 2	I = -0.6

> Cc1csc(SCC(=O)Nc2cc(S(=O)(=O)N(C)C)ccc2C)n1
  A = 0.3	B = -6	C = -14	D = -19	E = -9	F = 5	G = -4	H = 19	I = 0.4

> CCOc1ccc(S(=O)(=O)N2CCC(C(=O)Nc3cc(S(C)(=O)=O)ccc3Cl)CC2)cc1
  A = 0.6	B = -3	C = 9	D = 16	E = 1	F = 8	G = -11	H = -2	I = -0.4

> CN(CC(=O)Nc1ccc(F)cc1F)S(=O)(=O)c1cccc2nsnc12
  A = -1.2	B = -1	C = -5	D = nt	E = -17	F = -1	G = 2	H = -13	I = -0.2

> O=C(CN1c2ccccc2Sc2ccccc21)NNC(=S)Nc1ccc(Cl)cc1Cl
  A = -0.2	B = -3	C = 5	D = 0	E = nt	F = 6	G = 1	H = 9	I = -0.7

> CCn1c(CNC(=O)c2ccccc2Br)nnc1SCC(=O)Nc1nncs1
  A = -0.1	B = 29	C = -18	D = 12	E = 15	F = 0	G = -7	H = 6	I = 0.7
